High-throughput results (PubChem BioAssay)
POLB inh = DNA polymerase beta (human) inhibition; P06746; Pol beta primer extension/strand displacement, fluorescence kinetic; Potency, µM (top dose mostly 114 µM), without a hit: at the highest dose activity change, negative = inhibition, hits mostly inhibitors; actives 1.3% (n = 340,000); AID 485314; note: potency is the fitted concentration of half-maximal effect; % is set by controls: 0 for no effect and ±100 for the full control effect
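Pol beta (10 nM) was preincubated with compound for 15 min at room temperature. The reaction was then started with 50 nM substrate and read immediately and after a further 10 min at room temperature.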
ALOX12 inh = blocks human arachidonate 12S-lipoxygenase; purified 12hLO, xylenol orange hydroperoxide absorbance; Potency, µM (doses to about 108 µM), for the others: at the top dose activity change, negative = inhibition, usual class: inhibitors; P18054; actives 1.1% (n = 580,000); note: potency is the fitted concentration of half-maximal effect; % is set by controls: 0 for no effect and ±100 for the full control effect
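Purified human 12hLO at 150 nM in 25 mM Hepes, 0.01% Triton X-100, pH 7.0, preincubated 15 min at room temperature with compound. Reaction started with 40 uM arachidonic acid, 30 min at room temperature. Hydroperoxide measured by Fe-xylenol orange, 573/405 nm absorbance ratio.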
Pol iota inh = blocks human DNA polymerase iota activity | AID 588590 | Q9UNA4 | Potency, µM (titrated, usually from 115 µM), for the others: top-dose activity, negative = inhibition, most hits filed as inhibitors | actives 1% (n = 390,000) | Pol iota fluorescent replication assay, 10 min; note: potency is the fitted concentration of half-maximal effect
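Pol iota at 10 nM preincubated 15 min with compounds at room temperature; reaction started with fluorescent substrate, 50 nM final. Fluorescence read kinetically at 0 and 10 min; buffer-only wells as negative control.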
ERG Ets-DNA blk = ERG Ets/DNA interaction inhibition; P11308; fluorescence polarization, His-ERG Ets domain / labelled DNA; Potency, µM (series often up to 76.9 µM), inactives show at the top dose FP activity, negative = inhibition, actives largely listed as inhibitors; actives 0.028% (n = 370,000); AID 624246; active = well fitted inhibition curve with a large enough effect in the polarisation, with a control signal flat; inconclusive = small, poorly fitted or top-dose-only effect, or effect the other way, or a change in a side signal; inactive = no such curve, though single readings can be large or run the other way; the % refers to the polarisation;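 note: polarization taken with two DNA probes labelled with fluorescein and Texas red; potency is the fitted concentration of half-maximal effect; % of control where 0% means no effect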
Target sequence (P11308 whole entry, looked up, the tested form may be a part): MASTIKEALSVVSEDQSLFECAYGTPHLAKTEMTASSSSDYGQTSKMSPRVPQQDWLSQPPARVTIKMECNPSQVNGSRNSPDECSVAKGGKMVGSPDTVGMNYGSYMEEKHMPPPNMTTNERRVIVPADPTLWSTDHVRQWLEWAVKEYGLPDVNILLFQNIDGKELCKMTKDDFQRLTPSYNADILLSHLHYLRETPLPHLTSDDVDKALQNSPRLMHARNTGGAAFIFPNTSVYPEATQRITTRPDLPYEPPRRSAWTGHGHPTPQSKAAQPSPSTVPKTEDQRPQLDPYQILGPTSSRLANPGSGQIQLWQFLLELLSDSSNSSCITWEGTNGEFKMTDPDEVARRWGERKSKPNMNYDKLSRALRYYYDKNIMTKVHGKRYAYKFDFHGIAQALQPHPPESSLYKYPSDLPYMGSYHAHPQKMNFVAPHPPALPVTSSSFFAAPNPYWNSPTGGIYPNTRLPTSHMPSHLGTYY
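His-tagged ERG Ets domain (1 uM in the protein solution; 300mM KCl, 50mM Tris-HCl, 1mM EDTA, 1mM DTT, pH 7.5) received compound, then a probe mix of 5 nM fluorescein-DNA and 100nM Texas-615-DNA. Fluorescence polarization was read for both dyes.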
Anesthetic bind = binds horse apoferritin like a general anesthetic. apoferritin/1-aminoanthracene competitive binding, fluorescence. Potency, µM (highest dose often 77.5 µM), inactives show at the top dose activity change, negative = displacement, usual class: inhibitors. actives 0.074% (n = 350,000). AID 485281; note: potency is the fitted concentration of half-maximal effect; % is set by controls: 0 for no effect and ±100 for the full control effect; nearly all actives have a fitted effect of over 20% in size
Target sequence (P02791 2-175 limits assumed): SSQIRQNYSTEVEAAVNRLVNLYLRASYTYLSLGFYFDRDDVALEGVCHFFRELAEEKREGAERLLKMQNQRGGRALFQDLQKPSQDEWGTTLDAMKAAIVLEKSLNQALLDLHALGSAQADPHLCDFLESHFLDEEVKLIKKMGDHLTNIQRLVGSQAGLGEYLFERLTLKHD
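Concentration-response curves derived by four-parameter Hill fitting of normalized fluorescence, where compounds displaced 1-AMA from 10 uM horse apoferritin following a brief 10 min room-temperature incubation; propofol titration acted as positive control.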
BLM helicase inh = Bloom syndrome helicase (human) inhibition; P54132; recombinant BLM DNA unwinding, fluorescence dequenching; Potency, µM (titrated, usually from 56.1 µM), for inactives: top-dose activity change, negative = inhibition, usual class: inhibitors; actives 0.2% (n = 350,000);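 note: potency is the fitted concentration of half-maximal effect; plate controls were vehicle for no effect and no enzyme for full effect; nearly all actives have a fitted effect of over 35% in size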
APE1 inh = inhibitors of human APE1 endonuclease; P27695; recombinant APE1, TAMRA/BHQ-2 abasic DNA cleavage fluorescence; Potency, µM (highest dose often 65.8 µM), for inactives: at the top dose activity change, negative = inhibition, actives largely listed as inhibitors; actives 0.35% (n = 350,000); AID 2517;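 note: potency is the fitted concentration of half-maximal effect; plate controls were vehicle for no effect and reference inhibitor for full effect; nearly all actives have a fitted effect of over 55% in size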
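Substrate: short duplex with […] THF abasic site, 5'-TAMRA and 3'-BHQ-2, 50 nM final. APE1 at 0.75 nM, preincubated 15 min RT with compound. Fluorescence increase from first to third read measured activity.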
TRHR agonist = TRH receptor (human) agonism; P34981; TRHR cells, calcium flux fluo-8, FDSS agonist mode; activation, % at 2 µM; actives 0.18% (n = 360,000); AID 493084; in the data active = activation above about 30%; note: 0% is about no effect
Target sequence (P34981 whole entry, looked up): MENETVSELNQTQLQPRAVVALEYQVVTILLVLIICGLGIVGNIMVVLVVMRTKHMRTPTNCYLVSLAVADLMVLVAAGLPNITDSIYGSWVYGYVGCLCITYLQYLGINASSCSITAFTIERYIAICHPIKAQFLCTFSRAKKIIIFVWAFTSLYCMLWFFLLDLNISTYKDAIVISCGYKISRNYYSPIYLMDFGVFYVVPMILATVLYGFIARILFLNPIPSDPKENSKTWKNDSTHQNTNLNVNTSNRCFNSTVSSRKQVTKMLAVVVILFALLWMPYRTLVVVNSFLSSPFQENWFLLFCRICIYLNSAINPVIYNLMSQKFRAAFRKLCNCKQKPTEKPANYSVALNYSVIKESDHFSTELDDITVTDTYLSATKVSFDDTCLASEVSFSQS
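TRHR-expressing cells, plated overnight in medium with 10% serum, were loaded with fluo-8 calcium dye at room temperature. After a 10 s baseline, library compound was pin-added and calcium release was recorded kinetically (ex 480/em 530) as agonist response.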
Pol kappa inh = blocks human DNA polymerase kappa activity; Q9UBT6; purified Pol kappa, fluorescent DNA synthesis assay, 10 min; Potency, µM (titrated, usually from 107 µM), inactives show top-dose activity, negative = inhibition, actives largely listed as inhibitors; actives 0.53% (n = 400,000); AID 588579; note: potency is the fitted concentration of half-maximal effect; % is set by controls: 0 for no effect and ±100 for the full control effect
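10 nM Pol kappa was preincubated with compounds for 15 min at room temperature. Reaction started with 50 nM (final) substrate. Fluorescence read kinetically at 0 and 10 min.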
Active calls of the source: *; u = inconclusive; x = no result given; [ ] = remark or other dose. Unless noted, calls come from the whole dose curve; as a rule, active = well fitted curve in the direction sought with a large enough effect; inconclusive = small, poorly fitted or top-dose-only effect, or another doubt; inactive = no such curve, though single readings can be large; an effect the other way counts as inactive or inconclusive. An excerpt. The share of hits here may be higher or lower than overall.

SMILES	POLB inh	ALOX12 inh	Pol iota inh	ERG Ets-DNA blk	Anesthetic bind	BLM helicase inh	APE1 inh	TRHR agonist	Pol kappa inh
COc1ccc(O)c(/C=N/c2nc3ccccc3n2C)c1	16%	20%	17%	0%	-3%	-4%	16%	0.3	2%
Cc1cc(Cn2ccnc2)c(C)cc1Cn1ccnc1	9%	24%	45%[activator]	-1%	-9%	-2%	-3%	-1.2	-7%
COc1ccc(-c2c(C#N)c(N)nc3c2CCCC3)cc1OC	x	8%	-4%	0%	x	x	x	x	-4%
O=C(C1CCCN(S(=O)(=O)c2cnc[nH]2)C1)N(CCc1ccccc1)Cc1ccccc1 (stereo not given)	14%	0%	6%	-7%	-8%	-6%	-9%	0.2	-2%
CC(=O)Nc1cccc(Oc2nc(-c3ccccn3)nc3ccccc23)c1	0%	180%[activator]	26%	0%	-2%	-4%	2%	-1.8	-9%
O=Cc1ccc(-n2cc(C=O)c3ccccc32)cc1	-2%	4%	-2%	16%	-19%	-1%	0%	3.7	-3%
N=C1C(c2nc3ccccc3s2)=C(O)CN1NC(=O)c1c[nH]c2ccccc12	13µM*	-21%	u	8%	6%	-16%	u	0.4	-22%
Cc1ccc(C)c(NC(=O)c2cnn(-c3cccc(F)c3)c2C2CCN(C(=O)OC(C)(C)C)CC2)c1	18%	u	-4%	8%	-12%	-16%	x	1.5	-2%
CCn1c(CNC(=O)COc2ccc(C(C)C)cc2)nnc1SCC(=O)Nc1cc(F)ccc1C	30%	22µM*	u	x	-24%	-1%	-2%	-1.5	-6%
CNC(=O)[C@@H]1C[C@H]1[C@@H](NC(=O)CNC(=O)OCc1ccccc1)c1ccccc1	x	20%	6%	-8%	6%	4%	-2%	x	-13%
N#Cc1c(-c2ccco2)cc(-c2ccccc2)[nH]c1=O	u	-8%	10µM*	4%	104%[activator]	u	32µM*	2.7	u
Cc1cc(SCc2cc(=O)[nH]c3ccccc23)nc2ccccc12	8%	18%	2%	3%	u	-6%	-3%	-0.1	-14%
CC(C)CC(NC(=O)OC(C)(C)C)C(=O)NC(C(=O)N1CCCC1C(N)=O)C(C)C (stereo not given)	-18%	27%	27%	-13%	5%	2%	1%	1.1	-5%
CCOC(=O)c1ccc(NC(=O)COc2cc(=O)n(CC)c3ccccc23)cc1	10%	6%[57.4 µM]	25%	-6%	3%	1%	11%	-0.6	-5%
Cc1ccc(S(=O)(=O)C2(C(=O)NC3CCCCC3C)CC2)cc1 (stereo not given)	23%	8%	68%[activator]	1%	-7%	-4%	-4%	-1.3	-4%
O=C1C2CC=C(Cl)CC2C(=O)N1CN(Cc1ccco1)CN1C(=O)C2CC=C(Cl)CC2C1=O (stereo not given)	35µM*	-3%	u	8%	-15%	-9%	u	1.1	-3%
NC1C(O)OC(CO)[C@@H](O)[C@@H]1O[C@H]1O[C@@H](C(=O)O)C(O)C(O)C1O (stereo not given in full)	x	-3%	x	x	6%	2%	10%	x	4%[60.1 µM]
CCc1n[nH]c(=S)n1/N=C/c1c[nH]c2ccc(Br)cc12	-15%	16µM*	45%[activator]	6%	0%	-8%	-12%	0.2	-15%
COc1cc(NS(=O)(=O)c2ccc(Cl)cc2)c(C(=O)O)cc1OC	38%	-20%	8%	1%	146%[activator]	-1%	11%	0.9	-7%
COc1ccc(CCC(=O)Nc2ccc(OC)c(S(=O)(=O)N3CCCCC3)c2)cc1OC	x	48%	3%	-16%	x	x	23%	-0.5	-7%

Given with values under each structure: 7 of the compounds above.
Below each SMILES – POLB inh	ALOX12 inh	Pol iota inh	ERG Ets-DNA blk	Anesthetic bind	BLM helicase inh	APE1 inh	TRHR agonist	Pol kappa inh
- COc1ccc(O)c(/C=N/c2nc3ccccc3n2C)c1
→ 16%	20%	17%	0%	-3%	-4%	16%	0.3	2%
- Cc1cc(Cn2ccnc2)c(C)cc1Cn1ccnc1
→ 9%	24%	45%[activator]	-1%	-9%	-2%	-3%	-1.2	-7%
- CC(C)CC(NC(=O)OC(C)(C)C)C(=O)NC(C(=O)N1CCCC1C(N)=O)C(C)C (stereo not given)
→ -18%	27%	27%	-13%	5%	2%	1%	1.1	-5%
- N#Cc1c(-c2ccco2)cc(-c2ccccc2)[nH]c1=O
→ u	-8%	10µM*	4%	104%[activator]	u	32µM*	2.7	u
- N=C1C(c2nc3ccccc3s2)=C(O)CN1NC(=O)c1c[nH]c2ccccc12
→ 13µM*	-21%	u	8%	6%	-16%	u	0.4	-22%
- O=C1C2CC=C(Cl)CC2C(=O)N1CN(Cc1ccco1)CN1C(=O)C2CC=C(Cl)CC2C1=O (stereo not given)
→ 35µM*	-3%	u	8%	-15%	-9%	u	1.1	-3%
- NC1C(O)OC(CO)[C@@H](O)[C@@H]1O[C@H]1O[C@@H](C(=O)O)C(O)C(O)C1O (stereo not given in full)
→ x	-3%	x	x	6%	2%	10%	x	4%[60.1 µM]

(continued)
SMILES	POLB inh	ALOX12 inh	Pol iota inh	ERG Ets-DNA blk	Anesthetic bind	BLM helicase inh	APE1 inh	TRHR agonist	Pol kappa inh
COCC1CCCCN1C(=O)c1ccc2oc(CCCc3ccccc3)nc2c1 (stereo not given)	-8%	u	22%	18%	u	-8%	31%	0.8	-9%
CCCCN(C(=O)C1CCN(C(=O)c2ccccc2C)CC1)c1c(N)n(CC(C)C)c(=O)[nH]c1=O	x	-4%	-10%	8%	x	x	x	x	-12%
O=C(Cn1cc([N+](=O)[O-])cn1)Nc1ccn(Cc2c(F)c(F)c(F)c(F)c2F)n1	33%	13%	4%	4%	-13%	-2%	2%	-0.2	0%
COc1cc(OC)c(OC)cc1CNc1nnnn1C	-1%	-19%	42%[activator]	-9%	0%	-2%	31%	-0.5	-2%
CCc1ccc(-c2ccc3nnc(SC)n3n2)cc1	-3%	0%	47%	-7%	-3%	0%	4%	0.2	3%
COc1ccc2nc(C)cc(Sc3nc4ccccc4s3)c2c1	11%	-8%	116%[activator]	2%	u	2%	-1%	1.0	-10%
CC(=O)Nc1nc(NC(=O)C(Cl)(Cl)Cl)n(-c2ccccc2)n1	1%	251%[activator]	3%[58.9 µM]	9%	-4%	3%	9%	-0.4	-9%
CCCCC(=O)N1CCN(c2nc(-c3ccc(F)cc3)cs2)CC1	2%	0%	82%[activator]	12%	-16%	-1%	3%	-1.1	0%
CCN1C(=O)c2cccc3c(Cl)ccc(c23)C1=O	12%	-2%	109%[activator]	2%	-4%	3%	-3%	0.1	5%
Cn1cc(CCNC(=O)c2ccc3nc(Cc4ccccc4F)oc3c2)cn1	u	20%	40%[activator]	-6%	-9%	-1%	27%	-0.5	4%
COc1ccc(C(=O)CSc2cc(C)nc(SCC(=O)c3ccc(C)cc3)n2)cc1	u	17%	8%	-3%	-3%	-9%	-1%	-1.3	1%
Cc1ccc(-c2cc(C(=O)Nc3cc(C)ccc3O)no2)cc1	54%	0%	12%	-8%	2%	-3%	15%	0.4	10%
CCOc1ccccc1C(=O)Nc1ccc2nc3c(c(Nc4ccc(OC)c(OC)c4)c2c1)CCCC3	6%	u	-16%	0%	-17%	2%	x	-1.8	-12%
CCO[C@H]1OC(C(=O)NCc2nc3ccccc3[nH]2)=C[C@@H](C2CC2)[C@@H]1CCCO	0%	-22%	18%	9%	-9%	-4%	-2%	0.0	8%
Cc1ccc(CNC(=O)CCS(=O)(=O)c2ccc(Br)cc2)cc1	7.9µM*	11%	16µM*	-7%	0%	-17%	u	-1.6	22µM*
CN1CCN(/C(=N\S(=O)(=O)c2ccc(F)cc2)c2ccccc2)CC1	18%	138%[activator]	16%	-2%	-13%	1%	1%	0.3	-4%
N#Cc1cccnc1Nc1ccc(Cl)cc1	-2%	0%	-25%	u	u	1%	-3%	-0.4	-8%
COc1cc(C2(c3ccc(O)c(OC)c3)C(=O)Nc3c(C)cc(Br)cc32)ccc1O	x	25µM*	-9%	-3%	x	x	x	x	-9%
Cc1ccc(NC(=O)c2cc(S(=O)(=O)N3CCC4(CC3)OCCO4)ccc2F)cc1Cl	-1%	-18%	-18%	1%	0%	-11%	x	0.6	-20%[60.1 µM]
S=c1[nH]nc(-c2cccs2)n1/N=C/c1c(Cl)cccc1Cl	u	u	-13%	-3%	-24%	-6%	-4%	1.0	11%
O=C(Nc1ccc(N2CCN(C(=O)c3cccs3)CC2)cc1)c1ccccc1Cl	28%	-1%	26%	u	7%	-3%	11%	-0.1	5%
O=C(Cn1c(=O)n(-c2ccccc2)c(=O)c2ccc(C(=O)NCc3ccc4c(c3)OCO4)cc21)Nc1ccc(F)c(Cl)c1	21%	-23%	70%[activator]	-16%	-3%	-1%	x	2.2	-19%
COCCNc1nc(-c2cccc(OC)c2)nc2ccccc12	x	u	x	x	-8%	-8%	0%	x	-7%[60.1 µM]
O=C(c1cccnc1)N(Cc1ccccc1)C1(C(=O)Nc2ccccc2)CCCCC1	1%	-10%	18%	7%	3%	2%	-3%	-0.3	-8%
COc1ccc(NS(=O)(=O)c2cc3[nH]c(=O)c(=O)[nH]c3cc2C)cc1Cl	2%	u	4%	4%	10%	2%	x	0.8	-12%
Cc1ccc(/C=C2/NC(=O)[C@H](C)NC2=O)cc1	-2%	-1%	-11%	2%	1%	-3%	33%	1.0	-15%
COc1ccc(C(C(=O)OC(C)CN(C)C)c2ccccc2)cc1 (stereo not given)	6%	-12%	1%	-6%	-5%	3%	0%	0.7	-4%
COc1ccccc1N(Cc1cc2ccc(C)cc2[nH]c1=O)C(C)=O	94%	u	-2%	3%	-10%	-4%	-3%	0.6	-4%
